# Screens from PubChem BioAssay.
# E coli Lon inh: inhibits E. coli Lon protease | purified E. coli Lon protease, fluorescence polarization | inhibition, % at 7.94 µM | hit rate 0.42% among 360,000 | AID 602123; in the data active means inhibition above about 13%, passing the limit was not always enough;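 further: 0% = enzyme with probe and DMSO and 100% = no enzyme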
# CSN inh: inhibitors of human CSN-mediated cullin deneddylation; hit rate 0.38% among 360,000; inhibition, % at 12.5 µM; Purified CSN, SCF-Nedd8-OG deneddylation, fluorescence polarization; AID 651999;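 active means pattern-corrected inhibition above about 35%, with an unprinted fluorescence ratio check between 0.5 and 1.5, limit read from the data, passing the limit was not always enough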;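 further: 0% = enzyme with substrate and 100% = substrate without enzyme; some results filed as inactive read as strong as hits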
# Target sequence (Q92905 whole entry, looked up, one chain of several): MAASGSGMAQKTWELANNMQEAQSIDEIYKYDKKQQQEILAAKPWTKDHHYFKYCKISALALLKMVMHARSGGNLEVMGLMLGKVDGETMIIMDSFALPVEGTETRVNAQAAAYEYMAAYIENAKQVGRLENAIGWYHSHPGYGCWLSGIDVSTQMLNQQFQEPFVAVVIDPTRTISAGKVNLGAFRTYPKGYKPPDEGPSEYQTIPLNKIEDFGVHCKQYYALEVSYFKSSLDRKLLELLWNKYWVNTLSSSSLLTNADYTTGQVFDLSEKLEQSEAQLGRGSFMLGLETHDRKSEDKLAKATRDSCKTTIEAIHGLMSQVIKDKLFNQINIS
#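 Assay system: purified human Csn5 enzyme expressed in HEK293T cells; measure: % inhibition; also added: SCFSkp2-Nedd8OG substrate at 10 nM final; technique: fluorescence polarization; times: reaction 90 min, room temperature; medium: Tris buffer pH 7.5, NaCl, DTT, Tween-20, trehalose, ovalbumin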
# Rin1 Abl inh: human Rin1-Abl interaction inhibition; TR-FRET Rin1/Abl binding, biochemical; inhibition, % at 7.35 µM; hit rate 0.4% among 360,000; P00519+Q13671; AID 588664; in the data active means inhibition above about 5%, passing the limit was not always enough
# PABP1 MLLE inh: inhibitors of microRNA-mediated deadenylation, human PABP1 MLLE binding; P11940; GST-MLLE / FITC-PAM2 fluorescence polarization; inhibition, % at 20 µM; hit rate 0.36% among 360,000; in the data active means inhibition above about 35%, passing the limit was not always enough;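 further: plate controls were DMSO wells with GST-MLLE for no effect and wells lacking GST-MLLE protein for full effect; some results filed as inactive read as strong as hits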
# Neddylation inh: blocks human cullin neddylation; TR-FRET cullin neddylation, biochemical; hit rate 0.58% among 360,000; calls only at 25 µM; in the data active means inhibition above about 36%
# Target sequence (P61081 whole entry, looked up): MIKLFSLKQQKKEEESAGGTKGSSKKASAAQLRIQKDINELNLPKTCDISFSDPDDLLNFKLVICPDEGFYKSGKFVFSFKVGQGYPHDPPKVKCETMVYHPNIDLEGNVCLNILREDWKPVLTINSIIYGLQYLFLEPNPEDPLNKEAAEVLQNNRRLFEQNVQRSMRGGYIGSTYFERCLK
# Target sequence (Q13564 whole entry, looked up): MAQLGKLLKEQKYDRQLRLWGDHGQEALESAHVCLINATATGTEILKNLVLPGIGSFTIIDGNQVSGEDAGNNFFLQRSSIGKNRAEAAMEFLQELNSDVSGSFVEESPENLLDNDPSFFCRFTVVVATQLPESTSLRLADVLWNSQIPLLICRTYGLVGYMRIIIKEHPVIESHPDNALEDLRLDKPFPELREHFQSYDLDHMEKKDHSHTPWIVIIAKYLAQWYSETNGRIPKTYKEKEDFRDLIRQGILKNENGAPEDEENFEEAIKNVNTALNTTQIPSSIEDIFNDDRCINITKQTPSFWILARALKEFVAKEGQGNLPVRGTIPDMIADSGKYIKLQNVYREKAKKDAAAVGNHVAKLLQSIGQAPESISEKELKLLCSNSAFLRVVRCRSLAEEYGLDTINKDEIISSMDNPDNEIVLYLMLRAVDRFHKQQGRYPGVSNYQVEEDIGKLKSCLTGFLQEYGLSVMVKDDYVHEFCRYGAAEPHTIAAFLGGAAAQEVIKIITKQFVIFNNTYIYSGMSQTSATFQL
# FAS-TE inh: FAS thioesterase (human) inhibition. hit rate 0.67% among 360,000. P49327. AID 602261. inhibition, % at 15 µM. recombinant FAS-TE, OMFH fluorogenic substrate, fluorescence endpoint;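 active means compounds whose normalised, plate-corrected inhibition of enzyme fluorescence in the single-dose primary screen is 50% or more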;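 further: 0% = DMSO with enzyme and 100% = substrate without enzyme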
# TbMetRS inhib: Trypanosoma brucei MetRS inhibition; hit rate 0.4% among 360,000; inhibition, % at 11.9 µM; purified T. brucei MetRS, ATP depletion, Kinase-Glo luminescence; AID 624268;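 active means inhibition above a per-plate cutoff of the control wells' mean inhibition plus 3 SD, cut at about 5.5% in these data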;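 further: 0% = DMSO wells median and 100% = median of wells with control inhibitor compound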
#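 Dosing: 11.9 µM single point; system: parasite MetRS enzyme; technique: luminescence of leftover ATP; times: 15 min enzyme-compound preincubation, 2 h reaction, 10 min detection, 25 °C; replicates: each compound tested once; read-out basis: percent inhibition relative to median high and low control wells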
# MsrA inhibitor: inhibits bovine methionine sulfoxide reductase A | purified bovine MsrA, absorbance read-out | inhibition, % at 15.5 µM | hit rate 0.75% among 360,000 | AID 651718; in the data active means inhibition above about 4.5%;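 further: 0% = vehicle wells with enzyme and 100% = reference inhibitor wells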
# bovine MsrA act: activates bovine MsrA enzyme | hit rate 0.3% among 360,000 | AID 602163 | activation, % at 10.6 µM | purified bovine MsrA, absorbance read-out; in the data active means activation above about 7.5%;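 further: 0% = vehicle and 100% = reference activator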
# An asterisk follows results filed as active; i = inactive; · = no result given.
SMILES,E coli Lon inh,CSN inh,Rin1 Abl inh,PABP1 MLLE inh,Neddylation inh,FAS-TE inh,TbMetRS inhib,MsrA inhibitor,bovine MsrA act
Cc1cccc2sc(N3CCN(C(=O)C4COc5ccccc5O4)CC3)nc12 (configuration not stated),-1,3,2,0,i,28,-0.2,0.4,2
CC(=O)c1sc(NC(=O)CCS(=O)(=O)c2ccc(C)cc2)nc1C,-6,1,0,7,i,-4,-0.3,1.0,1
Cc1ccc(OCc2cc(C(=O)N3CCCC(O)C3)no2)cn1 (configuration not stated),-6,4,0,6,i,-8,-0.4,1.6,-1
CN(CC(=O)Nc1ccccc1Br)C(=O)c1ccccc1OCc1ccc(F)cc1,11,-3,4,3,i,10,-0.4,-0.1,-6
O=C(CSc1nnnn1Cc1ccccc1)N1CCN(c2ccccc2)CC1,-5,-3,1,-107,i,-1,-0.6,0.4,-5
CCCCN(C(=O)CCC(=O)OCC(=O)NCc1ccccc1)c1c(N)n(CCC)c(=O)[nH]c1=O,3,5,-1,-15,i,-5,-0.5,-0.6,-1
CCOCCOC(=O)C1=C(C)N(C)C(=O)NC1c1cc(Cl)c(O)c(OCC)c1 (configuration not stated),0,-1,-1,4,i,-10,-1.5,0.3,-6
O=C(c1cccc(S(=O)(=O)Nc2ccccc2Cl)c1)N1CCN(c2ccccc2O)CC1,-3,-6,3,-6,i,0,-0.1,0.6,2
COc1ccc(NC(=O)N2CCN(S(=O)(=O)c3ccc(F)cc3)CC2)c(OC)c1,2,4,-1,-7,i,1,-0.4,0.1,-5
CNc1nccc(-c2ccc(Cl)cc2)c1C#N,1,11,-2,12,·,7,-0.8,-0.3,-8
CCOc1ccc(NC(=O)CS(=O)CC(=O)N(CC(=O)NC(C)(C)C)C2CCCC2)cc1 (configuration not stated),5,0,0,4,i,-5,0.1,-0.7,-6
Cc1ccn2c(NC(=O)c3cccs3)c(-c3ccccc3)nc2c1,-6,2,0,3,i,-3,-0.4,0.3,0
Cn1cc([N+](=O)[O-])c(C(=O)N(Cc2ccccc2)Cc2ccccc2)n1,-8,-1,-3,0,i,-3,-0.2,0.5,-2
CCn1cc(CN2CCCC(CNC(=O)COc3ccccc3OC)C2)c(C)n1 (configuration not stated),-11,-3,-1,12,i,-9,0.1,0.2,3
CC(C)(C)c1ccc(-c2noc(-c3ccno3)n2)cc1,8,-4,4,4,i,14,-1.7,0.5,-10
Cc1ccc(/C=C/C(=O)N2CCN(c3ncccn3)CC2)o1,-2,-12,0,33,i,-14,-0.3,1.9,-6
CCN(CC)S(=O)(=O)c1ccc2c(c1)nc(SCC(=O)N1CCCCCC1)n2-c1ccc(OC)cc1,6,0,2,-4,i,24,-0.6,-0.2,-7
CC1Sc2ccc(S(=O)(=O)CCC(=O)NCc3cccs3)cc2NC1=O (configuration not stated),-8,18,2,-7,i,3,0.4,-0.1,-2
Cc1ccc(NC(=O)C2CCCCC2C(=O)O)cc1Cl (configuration not stated),-4,0,0,-2,i,-5,-1.1,-1.1,-10
Cc1cc(Cl)ccc1OCC(=O)NC(=S)Nc1ccccc1N1CCOCC1,12,-5,-2,13,i,-4,0.2,0.8,-2
Cc1ccc(OCC(=O)N/N=C2/SCC(=O)N2Cc2ccco2)cc1,10,4,3,3,i,-4,-0.1,0.8,-3
CCOc1ccc(S(=O)(=O)N2CCOCC2)cc1NC(=O)CN1C(=O)NC2(CCCCC2)C1=O,1,-3,5,3,i,-4,-0.5,0.9,-4
CCN(CC(=O)NCc1ccc(Cl)cc1)C(=O)CCc1ccccc1,8,2,0,3,i,13,2.2,0.5,-3
COc1cccc(OC)c1C(=O)Nc1nnc(-c2ccc(F)cc2)s1,-9,-5,1,-4,i,-1,-0.8,-0.1,-3
O=c1c(-c2ccc(F)cc2)coc2cc(O)ccc12,2,-6,-3,-4,·,-8,-1.2,0.9,-4
CCC(=O)c1cn(CC(=O)NCc2cccnc2)c2ccccc12,-9,-1,1,1,i,-8,0.6,-0.2,-1
CCC(CC)C(=O)Nc1cc([N+](=O)[O-])ccc1F,-12,-12,2,-5,i,1,0.0,0.9,-1
O=C(Nc1ccncc1)C1CC(=O)N(c2ccccc2)C1 (configuration not stated),2,1,2,10,i,-2,-0.4,-0.4,-2
COc1cc(-c2noc(C)c2C(=O)NCc2ccc(C)o2)cc(OC)c1OC,-5,0,-1,14,i,-3,-0.5,-0.7,-3
Cc1nn(CCCC(=O)NC2CCC(C)CC2)c(=O)c2nn(-c3ccccc3)c(C)c12 (configuration not stated),12,-7,-1,5,i,-2,0.4,-0.7,-2

# Entries of single compounds, looked up by structure. Order of screens: E coli Lon inh, CSN inh, Rin1 Abl inh, PABP1 MLLE inh, Neddylation inh, FAS-TE inh, TbMetRS inhib, MsrA inhibitor, bovine MsrA act
# CC1Sc2ccc(S(=O)(=O)CCC(=O)NCc3cccs3)cc2NC1=O (configuration not stated) reads -8, 18, 2, -7, i, 3, 0.4, -0.1, -2
# COc1cc(-c2noc(C)c2C(=O)NCc2ccc(C)o2)cc(OC)c1OC reads -5, 0, -1, 14, i, -3, -0.5, -0.7, -3
# CCN(CC(=O)NCc1ccc(Cl)cc1)C(=O)CCc1ccccc1 reads 8, 2, 0, 3, i, 13, 2.2, 0.5, -3
# CCC(=O)c1cn(CC(=O)NCc2cccnc2)c2ccccc12 reads -9, -1, 1, 1, i, -8, 0.6, -0.2, -1

# Remaining list, next part:
SMILES,E coli Lon inh,CSN inh,Rin1 Abl inh,PABP1 MLLE inh,Neddylation inh,FAS-TE inh,TbMetRS inhib,MsrA inhibitor,bovine MsrA act
COc1nc2ccccc2nc1OC,-11,-2,3,13,i,-4,0.0,-0.2,0
Nn1c(Cc2cccc3ccccc23)nnc1SCC(=O)N1CC(=O)Nc2ccccc21,-4,-4,-4,-42,i,0,0.2,0.6,3
O=C(NNC(=O)c1cc2ccccc2oc1=O)c1ccccc1[N+](=O)[O-],-2,1,-2,5,i,-5,-0.3,4.4,-4
CNc1nc(N)c([N+](=O)[O-])c(NCC2CCCO2)n1 (configuration not stated),4,-1,1,-6,i,-4,0.7,2.1,-5
Cc1ccc(S(=O)(=O)c2nc(N3CCOCC3)sc2Cl)cc1,3,-8,0,7,i,9,-0.1,-0.4,-4
CC1Cc2ccccc2N1C(=O)NC1CC(=O)N(c2ccc3c(c2)OCCO3)C1 (configuration not stated),4,-3,-2,1,i,-3,-0.4,-0.3,-4
O=C(CN1CCN(C2CCCCC2)CC1)Nc1ccc(Br)cc1,-5,-3,-3,-5,i,-1,-1.5,0.2,-10
C=CCn1c(=N)c(C(=O)NCCCOC)cc2c(=O)n3cccc(C)c3nc21,6,-2,-10,7,i,-8,-1.1,0.3,-11
CC1CCN(C(=O)c2ccc(NS(=O)(=O)c3cccs3)cc2)CC1,-14,-2,6,-6,i,-6,0.2,-0.5,-2
COc1ccc(CCC(C)NCc2ccc(Cl)c(Cl)c2)cc1 (configuration not stated),2,1,1,-4,i,16,0.2,0.1,-1
Cc1ccc(N(C)S(=O)(=O)c2cccc(C(=O)N3CCN(Cc4ccccc4)CC3)c2)cc1,-14,0,2,-9,i,11,-0.6,0.9,-12
COc1cc2[nH]c(=O)n(CCC(=O)N3CC=C(c4ccccc4)CC3)c(=O)c2cc1OC,-13,1,0,14,i,0,-0.4,-0.9,-3
COc1ccc(S(=O)(=O)N(C)C[C@H]2Oc3c(NC(=O)NC(C)C)cccc3C(=O)N([C@H](C)CO)C[C@@H]2C)cc1,5,-5,1,-4,i,-9,1.5,-0.6,-2
COc1cccc(-c2nnn(CC(=O)N(CC(C)C)C3CCS(=O)(=O)C3)n2)c1 (configuration not stated),-14,-3,-2,1,i,-2,-0.5,1.0,-1
N#C/C(C(=O)NCc1ccco1)=C1/SC(Cc2ccc(Cl)cc2)C(=O)N1c1ccccc1 (configuration not stated),-2,4,0,-5,i,19,-1.6,-0.3,-10
CCn1ncc(C2=NOC(C(=O)Nc3ccc(C)cc3)C2)c1C (configuration not stated),-6,-4,3,12,i,-2,0.0,0.3,-2
COc1ccccc1CCC(=O)N1CCN(C(=O)c2ccccc2)CC1,5,-5,0,-2,i,-1,-1.8,-0.3,-4
Cc1nnc(Nc2ccccc2)n(N)c1=O,-14,0,2,-3,i,-10,-0.5,1.3,-10
CCOc1ccc(C2C3=C(CCCC3=O)Nc3ccc4ncccc4c32)cc1 (configuration not stated),3,-4,-2,10,i,2,-0.3,1.3,-4
CCc1ccc(NC(=O)CSc2nnc(Cc3cccn3C)n2-c2ccc(F)cc2)cc1,-4,1,-2,-9,i,6,-0.6,-0.4,0
CCOC(=O)c1c(NC(=O)C(Sc2ccccc2)c2ccccc2)sc(C(=O)N(C)C)c1C (configuration not stated),6,3,-3,16,i,34,0.2,1.8,-2
Cn1c(=O)oc2cc(S(=O)(=O)N3CCN(c4ccccc4F)CC3)ccc21,-22,18,-2,-16,i,-17,-0.9,-0.8,0
Cc1c(C2OC(=O)C3(CCCCC3)C(=O)C2(C)C)c(=O)n(-c2ccccc2)n1C (configuration not stated),4,3,-1,-11,i,-9,-0.6,0.7,0
CC(C)(C)C1CCC(=O)C(C2(O)C(=O)Nc3ccccc32)C1 (configuration not stated),-5,-4,-3,-1,i,-5,-1.2,2.6,-8
O=C(Nc1ccc(S(=O)(=O)N2CCOCC2)cc1)c1ccc(Cl)s1,-3,5,-2,-8,i,13,0.5,0.9,-3
COc1ccccc1OCCn1cc(/C=C(\C#N)C(=O)NCc2ccco2)c2ccccc21,1,-13,-3,-8,i,14,-1.3,2.2,-8
c1ccc2c(c1)nnn2Cn1nnc2ccccc21,3,0,4,-1,i,-7,-0.2,-0.1,0
CCn1c(COc2ccccc2C)nnc1SCC(=O)N1CCCCC1,-5,1,-5,2,i,-8,1.0,0.4,-1
Cc1cccc2cc3c(N)c(C(=O)N4CCOCC4)sc3nc12,5,1,-5,10,i,-3,-0.4,0.7,0
CC1=CC(C)C2C(=O)N(CCC[N+](C)(C)C)C(=O)C2C1 (configuration not stated),-7,-5,3,-139,i,-5,-1.1,0.4,-9
Cc1nc(SCC(=O)Nc2sccc2C(N)=O)c2c(C)c(C)sc2n1,-21,1,-4,3,i,9,-0.1,1.6,-2
NC(=O)C1CC(=O)N(c2ccc(OCc3c(Cl)cccc3Cl)cc2)C1 (configuration not stated),7,0,1,8,i,10,-0.6,-0.7,-1
O=C(c1ccc2c(c1)[nH]c(=S)n1c3ccccc3nc21)N1CCN(c2ncccn2)CC1,2,-5,-1,-89,i,4,-0.8,0.6,-1
CCS(=O)(=O)c1nc(S(=O)(=O)c2ccc(Cl)cc2)c(N2CCC(C(N)=O)CC2)s1,1,3,1,-3,i,2,-0.2,2.2,-1
Cc1ccc(S(=O)(=O)NC(=O)C2(C)CCN2C(=O)c2ccccc2)cc1 (configuration not stated),4,-6,-5,8,i,-9,0.5,0.9,-2
CC1(c2ccccc2Br)NC(=O)N(CC(=O)N2CCc3ccccc3C2)C1=O (configuration not stated),2,2,-1,-9,i,-2,0.1,0.3,-4
CC(C)(C)c1ccc(S(=O)(=O)CCc2ccccn2)cc1,2,-1,2,-4,i,-7,0.4,-0.9,-1
COc1ccc(C(=O)N2CCC(C(=O)Nc3ccc4c(c3)OCCO4)CC2)cc1,-4,24,1,0,i,-6,0.8,0.5,-5
CC(C)NC(=O)N1CCN(c2ccncc2S(=O)(=O)N2CCOCC2)CC1,-5,2,2,-1,i,-5,-0.1,-0.8,-7
